697 NFkB inh: lowers PMA/ionomycin-induced NF-kB signal in 697 B cells. 697 B-cell NF-kB luciferase reporter, 16 h. AID 435022. inhibition, % at 4 µM. 0.33% of 330,000 active; in the data active means inhibition above about 35%
CCR6 antag: antagonists of human CCR6 receptor | inhibition, % at 20 µM | AID 493098 | CHO-K1 CCR6 PathHunter beta-arrestin, luminescence, CCL20-stimulated | P51684 | 0.49% of 340,000 active;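 active means compounds whose inhibition of the agonist-driven luminescence signal at 20 µM reaches about 50%, limit read from the data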;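 further: cells stimulated with CCL20 at 14 nM final; plate controls were DMSO with CCL20 for no effect and DMSO without agonist for full effect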
Gli-Sufu antag: antagonists of Gli-Sufu signaling | 0.74% of 340,000 active | Sufu-KO-LIGHT fibroblasts, Gli luciferase reporter luminescence | inhibition, % at 5 µM;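 active means inhibition above about 55%, limit read from the data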;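 further: 0% = DMSO-treated cells and 100% = wells with medium but no cells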
Jurkat NFkB inh: inhibitors of the PMA/ionomycin-induced NF-kB reporter in Jurkat cells; PMA/ionomycin-induced NF-kB luciferase reporter, luminescence; inhibition, % at 4 µM; 0.53% of 330,000 active; in the data active means inhibition above about 50%
UBC13 polyUb: inhibitors of human UBC13 polyubiquitin chain formation; P61088; TR-FRET; inhibition, % at 20 µM; 0.47% of 330,000 active; AID 485273; in the data active means inhibition above about 45%, passing the limit was not always enough
Target sequence (P61088 whole entry, looked up): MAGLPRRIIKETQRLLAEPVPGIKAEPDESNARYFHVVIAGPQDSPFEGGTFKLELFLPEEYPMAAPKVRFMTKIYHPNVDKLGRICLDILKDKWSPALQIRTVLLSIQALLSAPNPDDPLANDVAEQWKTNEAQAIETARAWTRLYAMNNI
CXCR6 block: CXCR6 (human) receptor inhibition | CHO-K1 PathHunter CXCR6 beta-arrestin, luminescence | inhibition, % at 20 µM | 0.36% of 360,000 active; in the data active means inhibition above about 34%, passing the limit was not always enough;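 further: antagonist mode with CXCL16 agonist at 10 nM final; 0% = 10 nM CXCL16 with DMSO and 100% = unstimulated wells without agonist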
Target sequence (O00574 whole entry, looked up): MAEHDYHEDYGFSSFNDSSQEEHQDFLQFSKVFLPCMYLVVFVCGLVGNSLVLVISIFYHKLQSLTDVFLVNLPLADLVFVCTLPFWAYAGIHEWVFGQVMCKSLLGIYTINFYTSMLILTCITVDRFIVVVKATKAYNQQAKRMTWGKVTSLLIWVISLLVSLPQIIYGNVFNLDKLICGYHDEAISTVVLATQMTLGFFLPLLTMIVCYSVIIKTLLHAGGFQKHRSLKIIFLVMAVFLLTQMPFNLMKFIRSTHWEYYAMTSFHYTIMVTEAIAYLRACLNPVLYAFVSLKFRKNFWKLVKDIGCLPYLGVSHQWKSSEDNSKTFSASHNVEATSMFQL
EBI2 antag: EBI2 (human) antagonism; P32249; EBI2 beta-arrestin recruitment, luminescence, 7a,25-OHC stimulated; inhibition, % at 5 µM; 0.81% of 360,000 active; AID 651636; in the data active means inhibition above about 38%;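 further: enzyme fragment complementation signal reports receptor beta-arrestin coupling in cells; 0% = agonist plus DMSO wells and 100% = wells without agonist; some results beyond the cut were filed as inactive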
Target sequence (P32249 whole entry, looked up, the tested form may be a part): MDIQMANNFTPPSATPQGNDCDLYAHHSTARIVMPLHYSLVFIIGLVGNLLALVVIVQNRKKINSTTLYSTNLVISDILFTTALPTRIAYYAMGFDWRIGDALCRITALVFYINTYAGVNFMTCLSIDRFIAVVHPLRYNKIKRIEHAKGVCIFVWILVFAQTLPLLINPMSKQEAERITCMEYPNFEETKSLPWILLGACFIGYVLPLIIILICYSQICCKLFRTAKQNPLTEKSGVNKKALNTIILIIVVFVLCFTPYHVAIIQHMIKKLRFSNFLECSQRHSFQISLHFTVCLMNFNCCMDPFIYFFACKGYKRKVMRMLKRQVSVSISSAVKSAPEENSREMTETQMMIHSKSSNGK
APJ antagonist: blocks the human apelin receptor APJ. P35414. CHO-K1 APJ beta-arrestin complementation, luminescence. inhibition, % at 20 µM. 0.32% of 330,000 active;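 active means inhibition above about 40% at 20 µM, limit read from the data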;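 further: cells challenged with 10 nM apelin-13 agonist together with compound; plate controls were apelin-13 plus DMSO wells for no effect and DMSO wells lacking apelin-13 for full effect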
* marks the source's active call; other numbers are inactive results; . = no result given.

SMILES	697 NFkB inh	CCR6 antag	Gli-Sufu antag	Jurkat NFkB inh	UBC13 polyUb	CXCR6 block	EBI2 antag	APJ antagonist
COC(=O)c1ccc(CSc2nc3cc(Cl)ccc3o2)cc1	-10	11	-2	-13	-10	-5	-4	-4
CC(C)COc1nc2ccccc2nc1N1CCN(C)CC1	-11	11	10	-3	-5	0	-7	-3
CN1CC=C2C(C#N)=C(N)C(C#N)(C#N)[C@H](c3ccoc3)[C@H]2C1	-2	6	1	7	-24	-7	-2	-10
O=C(OCC#CCSc1nnc(-c2cccc3ccccc23)o1)c1cccs1	12	17	2	4	-12	3	-1	9
O=C(Nc1ccc(F)c(Cl)c1)C1CC2CCC1C2 (stereo unspecified)	8	8	-4	-6	-1	1	-8	-4
Cc1nc(C(=O)NCC(=O)c2ccc(Cl)cc2)c(C(F)(F)F)o1	2	1	-22	6	-4	10	4	2
CCOC(=O)c1[nH]ncc1CN1CCCC(C(=O)c2cc(Cl)ccc2OC)C1 (stereo unspecified)	11	-14	22	-14	3	-18	6	-1
COc1ccccc1NC(=O)CCC(=O)Nc1ccccc1OC	5	0	5	2	8	10	-7	8
CCOc1ccc(OCCCC(=O)Nc2cc(S(=O)(=O)N3CCOCC3)ccc2N2CCOCC2)cc1	.	9	0	.	.	-4	1	.
CN(C)c1ccc(NC(=O)CSc2nnc(-c3ccco3)c(-c3ccco3)n2)cc1	-7	14	-4	9	-31	6	5	-8
O=C(OCCOc1ccc(Br)cc1)c1ccc(Cl)c(S(=O)(=O)N2CCOCC2)c1	4	14	0	-2	-2	1	15	15
CCOc1ccc2[nH]c3ncccc3c(=O)c2c1	2	-2	-18	-50	-3	-20	0	-12
COc1ccc(C2C(C(=O)O)CCC(=O)N2c2ccc(OC)cc2)cc1 (stereo unspecified)	10	0	-9	6	1	2	-7	20
CCC1CCCCN1C(=O)COC(=O)c1n[nH]c2ccccc12 (stereo unspecified)	9	-12	44	9	-12	5	2	16
CC(C)(O)C1CC[C@@](C)([C@@H]2CC[C@]3(C)[C@H]2[C@H](O)CC2[C@@]4(C)CCC(O)C(C)(C)C4C(OC4OC(CO)C(O)C(O)C4O[C@@H]4OCC(O)C(O)C4O)C[C@]23C)O1 (stereo partly specified)	2	-10	-5	11	6	-5	-9	10
COc1ccc(C(C(=O)NCc2ccccc2)N(Cc2ccco2)C(=O)c2cnccn2)cc1 (stereo unspecified)	19	10	36	-1	-4	1	3	-6
CCN1C(=O)C(CC(=O)Nc2ccccc2)S/C1=N\c1ccccn1 (stereo unspecified)	2	10	6	8	-5	-1	-14	23
O=C(Nc1nc2cc3c(cc2s1)OCO3)C1CCCCC1	-203	2	-100	-166	2	-12	16	1
C[C@H]1COC(=O)[C@H](CC(=O)OC(C)(C)C)C/C=C\C[C@@H](CC(=O)N[C@H](CO)Cc2ccccc2)C(=O)N1	-4	3	9	-3	-12	-2	-4	1
C/C(=N\NC(=O)c1ccc(F)cc1)c1cccc(NC(=O)c2ccco2)c1	-2	-2	-61	-16	3	-11	-26	7
COc1ccc(C=C2SC(=S)NC2=O)cc1	.	22	-3	.	.	6	1	.
Cc1ccc(/C=C/C(=O)Nc2ccc(N(C)C)cc2)o1	-25	7	-36	-40	-32	12	3	-4
O=C(COC(=O)CNC(=O)c1ccc(F)cc1)NC1CCCc2ccccc21 (stereo unspecified)	-8	1	-4	-3	-5	11	1	-7
CN(CC(=O)Nc1ccc(F)cc1)C(=O)CN1C(=O)c2cccc([N+](=O)[O-])c2C1=O	22	6	-1	10	3	3	-1	5
O=C(CCc1ccco1)CCc1ccco1	.	16	4	.	.	10	-7	.

A second format for some results above.
Screens in order: 697 NFkB inh | CCR6 antag | Gli-Sufu antag | Jurkat NFkB inh | UBC13 polyUb | CXCR6 block | EBI2 antag | APJ antagonist
COc1ccc(C2C(C(=O)O)CCC(=O)N2c2ccc(OC)cc2)cc1 (stereo unspecified)
 : 10 | 0 | -9 | 6 | 1 | 2 | -7 | 20
CCC1CCCCN1C(=O)COC(=O)c1n[nH]c2ccccc12 (stereo unspecified)
 : 9 | -12 | 44 | 9 | -12 | 5 | 2 | 16
CC(C)(O)C1CC[C@@](C)([C@@H]2CC[C@]3(C)[C@H]2[C@H](O)CC2[C@@]4(C)CCC(O)C(C)(C)C4C(OC4OC(CO)C(O)C(O)C4O[C@@H]4OCC(O)C(O)C4O)C[C@]23C)O1 (stereo partly specified)
 : 2 | -10 | -5 | 11 | 6 | -5 | -9 | 10
COc1ccc(C(C(=O)NCc2ccccc2)N(Cc2ccco2)C(=O)c2cnccn2)cc1 (stereo unspecified)
 : 19 | 10 | 36 | -1 | -4 | 1 | 3 | -6

New compounds follow.
SMILES	697 NFkB inh	CCR6 antag	Gli-Sufu antag	Jurkat NFkB inh	UBC13 polyUb	CXCR6 block	EBI2 antag	APJ antagonist
COc1ccc(Nc2nc(NC(C)(C)C)nc(N3CCCC3)n2)c(OC)c1	-18	0	15	20	18	-1	26	33
O=C(COC(=O)c1ccccc1O)NCc1ccco1	11	10	-4	0	1	-1	5	9
CN1CCN(S(=O)(=O)c2cccc(C(=O)N(Cc3ccccc3)c3ccccc3)c2)CC1	-17	17	6	-16	1	0	-15	25
C#CCOCCOCCOCCNc1nc(N2CCN(C(=O)[C@H]([C@@H](C)O)n3cc(CCCCN)nn3)CC2)nc(N2CCN(C(=O)[C@H](Cc3ccc(O)cc3)n3cc(CCO)nn3)CC2)n1	17	0	-4	11	10	-4	-15	4
COc1ccc(/C=N/NC(=O)c2ccoc2C)cc1O	-10	4	-20	-22	-9	2	-6	-7
O=C(NC1CCS(=O)(=O)C1)c1cccc(S(=O)(=O)N2CCOCC2)c1 (stereo unspecified)	-19	-8	6	-16	-5	3	-14	4
COc1cc(/C=C/C(=O)OCC(=O)N2c3ccccc3NC(=O)C2(C)C)cc(OC)c1OC	14	-7	-16	2	3	-3	-24	-3
CCn1cc(C(=O)N(C)c2ccc(OC)cc2OC)c2cc(OC)c(OC)cc2c1=O	-17	9	2	-16	4	-11	10	13
CCC(C)NC(=O)COc1ccc(S(=O)(=O)N2CCOCC2)cc1 (stereo unspecified)	8	-8	-2	-5	-5	6	-5	17
CCc1ccc(C2c3[nH]c4ccccc4c3CCN2C(=O)CNC(N)=O)cc1 (stereo unspecified)	5	-3	-14	14	-4	-3	-10	5
CSC(=Nc1ccccc1)C(C#N)c1nc2ccccc2[nH]1 (stereo unspecified)	-36	36	2	9	-12	8	57*	11
COCCn1cc(C(=O)c2cc(Br)ccc2O)cc(C#N)c1=O	6	-11	5	6	-5	1	-1	-26
CC(=O)Nc1ccc(C)c(NC(=S)Nc2ccc(F)cc2)c1	0	0	-1	4	-8	2	3	-6
CC1CC(C)(C)CC(=O)C1C(=O)c1ccccc1 (stereo unspecified)	3	10	18	-11	-3	0	-4	10
Clc1ccc2nc(CSc3nnc(-c4c[nH]c5ccccc45)o3)cn2c1	.	7	-6	.	.	-13	-1	.
CCOC(=O)C1CCN(S(=O)(=O)c2c(C)n[nH]c2C)CC1	13	-3	1	12	2	3	-15	2
C[C@]1(CO)CCC[C@@]2(C)C1CC[C@@H](CO)[C@@H]2CCc1ccoc1 (stereo partly specified)	-5	17	7	-2	1	-26	11	-3
O=C(O)c1ccc(Br)c(S(=O)(=O)N2CCCC2)c1	13	7	2	5	13	-2	-3	27
CC(C)(C)OC(=O)NCCCC[C@H](NC(=O)c1nc[nH]c1C(=O)N1CCc2ccccc2C1)C(=O)OC(C)(C)C	-9	17	4	-6	-8	7	2	-1
CC(C)CCNC(=O)CN(CC1CCCO1)C(=O)CCC(=O)Nc1ccccn1 (stereo unspecified)	19	-1	5	-7	-8	-2	0	-10
Cc1ccc(CN(CCO)CCO)cc1	9	-5	-3	-5	7	-2	-8	-9
O=C(CCN1C(=O)c2ccccc2C1=O)Nc1ccc(-c2nc3ccccc3s2)cc1	-294	-7	-81	-165	-4	3	-1	-2
Cc1nc2ccccc2cc1C(=O)N/N=C/c1cccc([N+](=O)[O-])c1	8	-4	44	19	-1	4	-9	6
CCOC(=O)Cn1c(CCC(=O)O)ccc1-c1ccc(F)cc1	-2	0	4	-2	0	-1	0	8
O=C(O)C1CC(=O)N(C2CCCCC2)C1c1ccccc1 (stereo unspecified)	9	-1	19	-7	-2	-3	0	-1

Three of the entries above in order of the UBC13 polyUb value, largest number first.
compound | UBC13 polyUb
O=C(COC(=O)c1ccccc1O)NCc1ccco1 | 1
O=C(O)C1CC(=O)N(C2CCCCC2)C1c1ccccc1 (stereo unspecified) | -2
CC(C)CCNC(=O)CN(CC1CCCO1)C(=O)CCC(=O)Nc1ccccn1 (stereo unspecified) | -8

2 entries from above, as labelled records:
CC1CC(C)(C)CC(=O)C1C(=O)c1ccccc1 (stereo unspecified)
  697 NFkB inh = 3; CCR6 antag = 10; Gli-Sufu antag = 18; Jurkat NFkB inh = -11; UBC13 polyUb = -3; CXCR6 block = 0; EBI2 antag = -4; APJ antagonist = 10
COc1ccc(Nc2nc(NC(C)(C)C)nc(N3CCCC3)n2)c(OC)c1
  697 NFkB inh = -18; CCR6 antag = 0; Gli-Sufu antag = 15; Jurkat NFkB inh = 20; UBC13 polyUb = 18; CXCR6 block = -1; EBI2 antag = 26; APJ antagonist = 33

Single records (already shown):
COc1cc(/C=C/C(=O)OCC(=O)N2c3ccccc3NC(=O)C2(C)C)cc(OC)c1OC is listed with 697 NFkB inh: 14; CCR6 antag: -7; Gli-Sufu antag: -16; Jurkat NFkB inh: 2; UBC13 polyUb: 3; CXCR6 block: -3; EBI2 antag: -24; APJ antagonist: -3
O=C(O)c1ccc(Br)c(S(=O)(=O)N2CCCC2)c1 is listed with 697 NFkB inh: 13; CCR6 antag: 7; Gli-Sufu antag: 2; Jurkat NFkB inh: 5; UBC13 polyUb: 13; CXCR6 block: -2; EBI2 antag: -3; APJ antagonist: 27
CCOC(=O)Cn1c(CCC(=O)O)ccc1-c1ccc(F)cc1 is listed with 697 NFkB inh: -2; CCR6 antag: 0; Gli-Sufu antag: 4; Jurkat NFkB inh: -2; UBC13 polyUb: 0; CXCR6 block: -1; EBI2 antag: 0; APJ antagonist: 8

More results.
SMILES	697 NFkB inh	CCR6 antag	Gli-Sufu antag	Jurkat NFkB inh	UBC13 polyUb	CXCR6 block	EBI2 antag	APJ antagonist
C[C@H]1CN([C@@H](C)CO)C(=O)c2cccc(NC(=O)Nc3ccc(F)cc3)c2O[C@@H]1CN(C)Cc1ccc(C(=O)O)cc1	1	-2	-7	0	-5	1	1	2
CCc1ccc(NC(=O)CSC2=C(C#N)C(c3ccc4c(c3)OCO4)CC(=O)N2)cc1 (stereo unspecified)	6	10	-3	-2	3	-2	-1	4
COc1ccc(Cl)cc1NC(=S)NCCN1CCOCC1	6	8	0	10	6	-8	-1	9
CCN(c1ccc(OC)cc1)S(=O)(=O)c1ccc2c(c1)CC(C)N2C(=O)C1CC1 (stereo unspecified)	-19	12	21	19	7	-4	9	-37
COC(=O)C1=C(C)NC(=S)NC1c1ccc(OCC(=O)N2CC(C)OC(C)C2)c(OC)c1 (stereo unspecified)	17	2	-10	5	1	6	-13	5
COc1cc(OC)c(C(=O)OCC(=O)Nc2cccc(S(=O)(=O)NC3=NCCCCC3)c2)cc1OC	.	8	2	.	.	-7	1	.
COC(=O)C1CCN(Cc2cn(-c3ccccc3)nc2-c2ccc3c(c2)OCO3)CC1	17	13	3	-6	6	5	-1	-11
CCOc1cc(Br)c(C(=O)O)cc1OCC	16	8	-2	-2	6	-10	0	-1
COc1ccc(Nc2ncnc3ccc([N+](=O)[O-])cc23)c(OC)c1	12	-4	-1	7	-19	-7	6	-6
COC(=O)C1=NNC2C(=O)N(c3ccc(C)cc3)C(=O)C12 (stereo unspecified)	6	-1	3	19	2	-1	10	9
O=C(c1ccc(S(=O)(=O)NCC2CCCO2)cc1)N1CCc2ccccc21 (stereo unspecified)	-27	4	-1	24	2	-32	-6	-5
COc1ccc(C(CNC(=O)COc2ccccc2C)N2CCOCC2)cc1 (stereo unspecified)	6	16	6	8	1	4	3	6
